# ADAM17 inh: inhibitors of human ADAM17; P78536; recombinant ADAM17, EDANS/DABCYL FRET peptide cleavage; inhibition, % at 6.95 µM; 370,000 compounds, 0.83% hits;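 active = inhibition above the mean of compounds lying between control limits plus 3 SD, set per campaign, cut at about 8.5% in these data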;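 also: 0% = DMSO-only wells as the low control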
# Rev-erbA mod: modulates human Rev-erb alpha binding to DNA. activity, % at 10 µM. Rev-erbα–FITC-DNA binding, fluorescence polarization, 90 min. AID 1259318. 370,000 compounds, 0.79% hits. P20393;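 active = activity above about 14%, limit read from the data; passing the limit was not always enough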;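 also: 0% = DMSO wells with 35 nM protein and 100% = DMSO wells with 750 nM protein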
# MBD2 inh: MBD2-methylated oligo binding inhibition. Q9UBB5. 370,000 compounds, 0.31% hits. inhibition, % at 4.4 µM. TR-FRET, MBD2 binding to methylated oligonucleotide; in the data active = inhibition above about 13%
# Target sequence (Q9UBB5 whole entry, looked up): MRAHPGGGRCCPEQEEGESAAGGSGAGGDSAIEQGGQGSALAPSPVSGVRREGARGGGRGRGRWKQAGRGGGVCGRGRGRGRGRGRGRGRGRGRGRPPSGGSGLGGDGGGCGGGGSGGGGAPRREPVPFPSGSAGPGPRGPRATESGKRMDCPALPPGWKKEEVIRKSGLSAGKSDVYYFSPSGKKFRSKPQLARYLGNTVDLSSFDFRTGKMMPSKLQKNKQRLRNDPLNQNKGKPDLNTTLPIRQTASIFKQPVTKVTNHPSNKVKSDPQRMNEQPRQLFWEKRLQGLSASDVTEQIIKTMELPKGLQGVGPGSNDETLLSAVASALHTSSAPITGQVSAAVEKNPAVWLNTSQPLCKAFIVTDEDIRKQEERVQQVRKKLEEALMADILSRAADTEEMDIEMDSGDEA
# DAX1 inh-1: DAX1 (NR0B1) inhibition, primary screen | 370,000 compounds, 1.1% hits | HEK293T StAR-luciferase reporter, SF-1/DAX-1 repression relief | AID 652010 | inhibition, % at 6.8 µM;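 active = inhibition above the mean over all tested compounds plus 3 SD, cut at about 3.6% in these data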;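 also: 0% = DAX-1 cells with DMSO and 100% = cells lacking DAX-1 with DMSO; higher inhibition means more luminescence from relief of DAX-1 repression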
# SMARCA2 act: increases SMARCA2 function in MMTV reporter cells | MG213 cells, MMTV-luciferase reporter, dexamethasone, overnight | activation, % at 9.1 µM | 370,000 compounds, 1% hits | AID 652017; in the data active = activation above about 7.8%;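 also: 0% = vehicle wells and 100% = reference activator wells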
# ssDAF-12 act: S. stercoralis DAF-12 activation, primary screen; HEK293 ssDAF-12/GRIP1 lit1-tk-luc reporter, luminescence; % of 3 µM dafachronic acid response; activation, % at 6.8 µM; 370,000 compounds, 1% hits; AID 652126;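 active = activation above the mean over all tested compounds plus 3 SD, cut at about 0.9% in these data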;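 also: 0% = DMSO-only wells and 100% = 3 µM delta7-dafachronic acid wells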
# DAX1 inh-2: inhibitors of human orphan nuclear receptor DAX1 (NR0B1); P51843; HEK293 Gal4-DAX1 luciferase reporter, luminescence; inhibition, % at 6.75 µM; 340,000 compounds, 0.99% hits; AID 504766;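 active = inhibition above the mean over all tested compounds plus 3 SD, cut at about 4.2% in these data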;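 also: 0% = DAX1-transfected cells with DMSO and 100% = empty-vector control cells with DMSO; inhibition shows as a rise in luminescence from relieved DAX1 repression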
# Target sequence (P51843 207-470 limits assumed): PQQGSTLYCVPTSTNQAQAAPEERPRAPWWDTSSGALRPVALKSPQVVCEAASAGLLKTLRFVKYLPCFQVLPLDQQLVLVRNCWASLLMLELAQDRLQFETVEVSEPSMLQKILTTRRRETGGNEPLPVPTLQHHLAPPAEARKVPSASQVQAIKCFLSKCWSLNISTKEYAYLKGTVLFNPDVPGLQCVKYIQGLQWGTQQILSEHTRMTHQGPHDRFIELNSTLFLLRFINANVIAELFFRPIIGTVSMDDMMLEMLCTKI
# hgDAF12 agonist: agonists of H. glycines DAF-12 nuclear receptor; HEK293 GAL4-hgDAF12 UAS-luciferase reporter, agonist luminescence; normalized to butyrate control; activation, % at 6.8 µM; 370,000 compounds, 1.8% hits; AID 687014;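 active = activation above a cutoff set at the mean of all screened compounds plus 3 SD, cut at about 10% in these data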;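 also: 0% = DMSO wells and 100% = sodium butyrate wells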
# PLCg1 inh: inhibitors of human phospholipase C gamma1. inhibition, % at 12.2 µM. purified PLC-gamma1, fluorogenic substrate, fluorescence. P19174. 370,000 compounds, 0.84% hits; in the data active = inhibition above about 9.5%
# hcDAF-12 act: activators of H. contortus DAF-12 nuclear receptor | HEK293 hcDAF-12 lit1-tk-luc reporter, luminescence; 0% DMSO, 100% Δ7-dafachronic acid | 370,000 compounds, 1.4% hits | activation, % at 6.8 µM;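 active = activation above the mean of all tested compounds plus 3 SD, cut at about 5.5% in these data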;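 also: 100% = response to 3 µM Δ7-dafachronic acid high control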
# PLCb3 inh: PLC-beta3 (human) inhibition, primary screen; Q01970; Purified PLC-beta3, fluorogenic substrate, fluorescence; inhibition, % at 12.2 µM; 370,000 compounds, 0.18% hits; in the data active = inhibition above about 11%;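 also: 0% = median of compound wells on plate and 100% = full blocker control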
# The depositor's hits bear a star; i = inactive; . = not tested or not shown. No enrichment for hits; 7.4% or so of the library scored in one or more.
SMILES,ADAM17 inh,Rev-erbA mod,MBD2 inh,DAX1 inh-1,SMARCA2 act,ssDAF-12 act,DAX1 inh-2,hgDAF12 agonist,PLCg1 inh,hcDAF-12 act,PLCb3 inh
Cc1ccc(S(=O)(=O)Nn2c(O)c(C=C3N=c4ccccc4=N3)sc2=S)cc1,-8.9,0.6,-2.3,0.7,-2.3,-0.2,-1.0,-2.5,-13.4,2.1,-22.5
C[N+]1=C(N)NC2=C3CCCCC3n3c(=O)n(-c4ccccc4)c(=O)n3C2C1 (stereo unspecified),-2.5,-5.5,3.3,0.5,-3.6,-1.3,.,-1.0,-1.0,-1.4,0.7
CCOC(=O)Cc1nnc(NC(=O)CSc2nncn2C)s1,-1.9,-1.4,-1.9,0.5,1.9,-1.2,0.2,0.6,-3.0,1.5,-5.6
O=C(CC1C(=O)NCCN1C1CCCC1)NCc1cccc(OC(F)(F)F)c1 (stereo unspecified),-6.6,2.9,3.7,0.3,2.5,-0.5,1.1,8.4,0.1,2.1,-4.7
CNc1nc(-c2ccc3c(c2)CCN3C(=O)c2ccc(F)cc2)cs1,-0.3,1.1,-1.3,-0.9,-3.3,-1.7,0.4,1.0,1.6,-1.4,0.2
O=[N+]([O-])c1cccc(S(=O)(=O)c2cccc([N+](=O)[O-])c2)c1,-4.8,3.8,-0.6,0.1,-0.2,-1.6,0.3,2.0,0.9,0.6,-1.4
Cc1cc(NS(=O)(=O)c2ccc(NC(=O)CSc3nnc(-c4ccco4)n3Cc3ccco3)cc2)nc(C)n1,0.0,-5.9,-7.4,-0.4,1.6,-1.3,-2.1,-0.7,-0.2,0.3,-0.4
CC(=O)Nc1ccccc1OC(C)C(=O)NC(C)c1ccc(F)cc1 (stereo unspecified),0.4,-5.5,-1.9,0.3,-0.8,-1.0,0.0,-0.5,6.7,-0.1,-1.1
O=C(CSc1ccc(Cl)cc1)NNC(=O)c1ccncc1,-0.1,0.5,-2.6,1.6,4.8,-1.1,0.5,-0.4,-1.9,-1.5,3.1
COc1ccc(CN2CCN(C(=O)c3ccco3)CC2)cc1OC,-2.0,0.2,1.3,-0.8,-2.2,-0.6,1.0,1.9,0.6,-1.5,1.6
Cc1ccc(C)n1NC(=O)c1ccccc1O,-3.0,-2.8,1.3,3.2,-2.4,1.4*,1.7,3.7,-9.2,4.1,-16.9
O=C(NCCCSc1ccccc1)c1cc(Cl)ccc1O,-106.7,0.7,-1.9,0.0,-3.1,-1.4,1.1,-1.0,-54.5,0.5,-94.3
C=C(C)CSc1nc(C)c(Cc2ccccc2)c(=O)[nH]1,-2.0,-1.3,4.8,0.3,-0.6,-0.9,1.2,-0.8,0.8,-2.3,2.6
Cc1ccc(-n2c(-c3ccncc3)nnc2-c2cccs2)cc1,-6.0,-0.7,0.3,-0.9,-3.8,-1.9,-0.2,-1.8,-43.4,-1.2,-63.2
CCOC(=O)NC(=O)C(/C=N/c1sccc1C(=O)OC)=C(\C)O,-3.8,2.1,-0.8,0.5,-1.0,-1.2,.,5.3,-38.3,-1.1,-40.6
COc1ccccc1N1CCN(C(=O)C2CCN(C(=O)c3ccccc3C)CC2)CC1,-4.3,4.0,5.5,-1.4,-1.2,-1.1,-0.5,-0.4,-2.9,-3.4,-9.2
CC(=O)c1ccc(N2CCN(C(=O)COc3ccccc3F)CC2)c(F)c1,-1.6,4.6,3.0,0.0,-2.8,-1.0,-0.2,-0.5,-2.1,-2.1,-2.6
COc1cccc(-c2nnc(SC(C(=O)c3c[nH]c4ccccc34)c3ccccc3)n2C)c1 (stereo unspecified),1.6,2.5,-0.4,-0.7,-1.3,-0.9,0.2,-0.4,2.0,-1.3,0.2
O=C(N/N=C/c1ccc(N2CCOCC2)o1)c1cccc(C(F)(F)F)c1,-1.2,-3.5,-3.4,-0.1,-4.8,-1.2,1.1,-2.4,-10.6,-0.5,-14.8
Cc1cc(C)c2nc(C(F)(F)F)nc(NCCCN3CCCC3=O)c2c1,-2.4,3.9,-3.6,0.1,-3.0,-0.7,1.1,-0.4,1.0,-2.1,1.3

# Compounds shown so far that have a thiophene ring, fused or not:
SMILES,ADAM17 inh,Rev-erbA mod,MBD2 inh,DAX1 inh-1,SMARCA2 act,ssDAF-12 act,DAX1 inh-2,hgDAF12 agonist,PLCg1 inh,hcDAF-12 act,PLCb3 inh
Cc1ccc(-n2c(-c3ccncc3)nnc2-c2cccs2)cc1,-6.0,-0.7,0.3,-0.9,-3.8,-1.9,-0.2,-1.8,-43.4,-1.2,-63.2
CCOC(=O)NC(=O)C(/C=N/c1sccc1C(=O)OC)=C(\C)O,-3.8,2.1,-0.8,0.5,-1.0,-1.2,.,5.3,-38.3,-1.1,-40.6

# Following part:
SMILES,ADAM17 inh,Rev-erbA mod,MBD2 inh,DAX1 inh-1,SMARCA2 act,ssDAF-12 act,DAX1 inh-2,hgDAF12 agonist,PLCg1 inh,hcDAF-12 act,PLCb3 inh
CCCCn1cnc2cc(NCc3ccncc3)ccc21,-5.1,-5.3,-5.1,-0.1,-2.0,-2.1,-0.9,-2.0,-13.3,-1.1,-15.7
COc1ccc(NC(=O)CN(C)C(=O)Cc2ccc(S(=O)(=O)N3CCOCC3)s2)cc1,-0.7,-4.8,0.1,4.4*,-5.2,-0.7,-0.2,-4.7,-14.5,1.6,-39.3
CCOC(=O)C1CCN(C(=O)CN2C(=O)COc3ccc(C(C)(C)C)cc32)CC1,-0.4,-2.2,-8.9,-0.2,-0.3,-0.5,0.6,2.0,-0.7,-2.8,-3.3
Cc1ccc(Nc2nc(NCc3ccco3)c3ccccc3n2)cc1,-6.3,6.1,-2.7,0.2,-1.8,-0.6,-1.2,4.7,-21.5,2.6,-43.9
NNC(=O)c1ccc(N2CCCCCC2)c([N+](=O)[O-])c1,2.0,0.8,-6.7,-1.9,-1.9,-1.1,0.5,1.6,3.6,-0.8,-1.8
CCOc1ccc(CC(=O)N/N=C(\C)c2cccnc2)cc1OCC,-1.8,0.1,-3.0,1.0,-0.6,-0.7,0.1,-2.2,-5.4,-2.0,-13.1
CC(=O)c1ccc(COC(=O)c2cc3ccccc3oc2=O)cc1,-22.2,1.9,-1.1,0.3,4.8,-0.2,1.6,8.3,-15.2,0.3,-22.5
CC1CCC(=O)N(CCSc2ccccc2)CC1 (stereo unspecified),-1.7,2.0,-3.3,1.6,5.9,0.0,0.8,7.3,-1.4,6.2*,0.7
COc1cc(S(=O)(=O)N2CC(=O)Nc3ccccc32)ccc1NC(C)=O,-1.5,3.7,-5.3,0.1,-0.3,-0.2,-0.1,1.5,-16.4,1.6,-24.1
O=C(N=C1SC2CS(=O)(=O)CC2N1c1cccc(Cl)c1Cl)C1CCCO1 (stereo unspecified),-0.9,-3.1,0.8,0.1,-1.9,-1.0,-0.2,-1.6,2.1,1.3,-2.8
COc1ccc(NC(=O)C2=C(C)NC(=O)NC2c2cccc(OC)c2OC)c(OC)c1 (stereo unspecified),1.9,2.6,-4.5,0.4,-2.2,-1.8,0.1,-2.5,2.3,-0.9,-0.4
COC(=O)c1c(C)[nH]c(C(=O)OCC(=O)N2c3ccccc3NC(=O)C2(C)C)c1C,-1.4,1.4,3.9,-0.1,4.4,-0.5,-1.7,-2.3,-15.8,-2.8,-17.7
CN(C)S(=O)(=O)c1cccc(C(=O)Nc2cc(Cl)cc(Cl)c2)c1,4.7,-4.5,5.5,-1.1,-2.2,-0.9,-2.0,3.4,-0.5,-1.5,1.0
Fc1ccc2nc(Nc3nc4cc5c(cc4s3)OCCO5)sc2c1,-121.7,32.0*,5.4,4.2*,6.4,1.5*,1.0,14.6*,-272.2,1.8,-299.4
Cc1ccc(-c2nnc3sc(C4COc5ccccc5O4)nn23)cc1 (stereo unspecified),-4.8,-3.7,-5.7,-0.6,-1.3,-1.0,1.0,-0.2,-1.9,-0.3,-1.0
C[C@H]1COc2cc(N3CC[C@H](O)C3)ccc2S(=O)(=O)N1,-6.4,4.7,2.5,1.7,-6.4,-1.0,.,0.3,-0.8,1.1,-1.4
Cc1cc(C(=O)COC(=O)c2ccc3c(c2)OCO3)c(C)n1CC1CCCO1 (stereo unspecified),-2.0,2.6,1.4,-1.3,-1.5,-1.8,1.1,-2.2,0.3,-0.9,0.5
O=[N+]([O-])c1cccc2nc3ccccc3c(NCCCn3ccnc3[N+](=O)[O-])c12,4.8,-2.6,-9.8,-2.9,-3.0,-0.9,1.7,-3.3,6.1,0.7,-2.6
O=C1N=C(N2CCOCC2)S/C1=C\c1ccc(-c2ccccc2Cl)o1,2.9,-8.7,-1.5,-0.6,1.2,-1.1,0.1,-2.3,4.9,1.6,-3.9
CN1C(=O)C[C@@](C#N)(C(=O)Nc2nc3ccc(F)cc3s2)[C@H]1c1ccccc1,0.7,-4.3,2.1,-0.7,-2.1,-1.3,.,-3.7,-1.2,-1.7,2.5

# Ordered by value in hcDAF-12 act (lowest first): 3 of the compounds above.
Structure | hcDAF-12 act
CCOC(=O)C1CCN(C(=O)CN2C(=O)COc3ccc(C(C)(C)C)cc32)CC1 | -2.8
O=[N+]([O-])c1cccc2nc3ccccc3c(NCCCn3ccnc3[N+](=O)[O-])c12 | 0.7
Cc1ccc(Nc2nc(NCc3ccco3)c3ccccc3n2)cc1 | 2.6

# The list continues:
SMILES,ADAM17 inh,Rev-erbA mod,MBD2 inh,DAX1 inh-1,SMARCA2 act,ssDAF-12 act,DAX1 inh-2,hgDAF12 agonist,PLCg1 inh,hcDAF-12 act,PLCb3 inh
COc1cccc(N2[C@@H](CC(C)=O)c3ccc(/C=C/C(C)=O)cc3S2(=O)=O)c1,-8.1,-4.1,2.2,0.3,1.2,-1.3,-0.7,-3.0,-3.7,-1.8,-4.4
COc1ccc(CN2CCN(C(=O)c3cc(C4CC4)nn3-c3ccccc3)CC2)cc1F,1.0,6.1,-2.5,-2.8,-3.1,-1.5,-0.3,1.3,-3.7,-2.2,-3.7
COc1cccc(C(=O)C(=O)N2CCN(C(=O)OCc3ccccc3)CC2)c1,3.1,-4.3,-9.1,-0.4,-5.4,-0.8,.,1.3,1.7,-1.8,6.4
Cc1ccc[n+](/C(=C\C(=C=[N-])C#N)C(=O)c2ccc(Cl)cc2)c1,5.3,-3.9,-3.5,-0.1,0.9,-0.8,0.1,-5.7,9.7*,-1.3,5.7
CCc1cc(=O)oc2c(CNCc3ccc(OC)cc3OC)c(O)c(Cl)cc12,i,-6.3,-0.8,0.2,-1.5,-0.5,0.1,3.8,i,0.1,i
COc1cccc(NC(=S)N2CCC(N(C)CC3CCCO3)CC2)c1 (stereo unspecified),0.5,-2.0,-0.5,0.8,4.3,-0.7,0.1,0.8,1.4,0.5,4.2
COc1c(C)cc(Br)cc1C(=O)Nc1ccc(S(N)(=O)=O)cc1,0.0,2.2,-0.3,-0.6,-3.1,-0.4,0.1,-2.4,-6.6,-0.2,-1.5
